Screens deposited in PubChem BioAssay by National Center for Advancing Translational Sciences (NCATS).
MCF10A rereplic = A quantitative high throughput screen for small molecules that induce DNA re-replication in MCF 10a normal breast cells | MCF 10A DNA re-replication, Hoechst nuclear intensity, 48 h | Potency, µM (titrated, usually from 46.1 µM), for the others: at the highest dose activity, positive = re-replication, actives largely listed as activators | actives 2.9% (n = 350,000) | AID 624296, 2012; active means well fitted activation curve with a large enough effect; inconclusive means small, poorly fitted or top-dose-only effect; inactive means no such curve, though single readings can be large or run the other way; further: % of control where 0% means no effect; nearly all actives have a fitted effect of over 50% in size
An asterisk follows results filed as active; ? = inconclusive; [ ] = another dose, or the depositor's remark. Potency means the concentration at half of the fitted maximal effect. Not all compounds are listed, so the mix of outcomes need not match the whole.

Start of the data: the first 5 records (preview)
Compound	MCF10A rereplic
O=S(=O)(O)CCCS(=O)(=O)O	0%
COc1ccc(O[C@H]2C=C[C@@H](c3ccccc3)O[C@@H]2COC(=O)CC/C(C)=N/OC[C@@H](O)[C@H]2O[C@@H]3OC(C)(C)O[C@@H]3[C@H]2O)cc1	5%
CC1(C)O[C@@H]2C[C@H]3[C@H]4C[C@H](F)C5=CC(=O)CC[C@]5(C)[C@@H]4[C@H](O)C[C@]3(C)[C@]2(C(=O)CO)O1	0%[20.6 µM]
CO/N=C(/C(=O)NC1C(=O)N2C(C(=O)O)=C(CSc3nc(=O)c(O)nn3C)CSC12)c1csc(N)n1 (centres undefined)	1%
CCOc1ccccc1N/C(=N/c1nc(C)cc(C)n1)NC(=O)Nc1ccc(Cl)c(Cl)c1	16%

Main list, repeating the preview:
Compound	MCF10A rereplic
O=S(=O)(O)CCCS(=O)(=O)O	0%
COc1ccc(O[C@H]2C=C[C@@H](c3ccccc3)O[C@@H]2COC(=O)CC/C(C)=N/OC[C@@H](O)[C@H]2O[C@@H]3OC(C)(C)O[C@@H]3[C@H]2O)cc1	5%
CC1(C)O[C@@H]2C[C@H]3[C@H]4C[C@H](F)C5=CC(=O)CC[C@]5(C)[C@@H]4[C@H](O)C[C@]3(C)[C@]2(C(=O)CO)O1	0%[20.6 µM]
CO/N=C(/C(=O)NC1C(=O)N2C(C(=O)O)=C(CSc3nc(=O)c(O)nn3C)CSC12)c1csc(N)n1 (centres undefined)	1%
CCOc1ccccc1N/C(=N/c1nc(C)cc(C)n1)NC(=O)Nc1ccc(Cl)c(Cl)c1	16%
COc1ccc2c(c1)OC(C)(C)C(c1ccccc1)C2c1ccc(OCCN2CCCC2)cc1 (centres undefined)	?
N[C@@H]1C(O)OC(CO)C(O)C1O (some centres undefined)	-5%
C[C@H]1CS(=O)(=O)CCN1/N=C\c1ccc([N+](=O)[O-])o1	-3%[20.6 µM]
CC1=C(/C=C/C(C)=C\C=C\C(C)=C\C=C\C=C(C)\C=C\C=C(C)\C=C\C2=C(C)C[C@@H](O)CC2(C)C)C(C)(C)C[C@H](O)C1	?
CCCC(=O)Nc1c(I)cc(I)c(C[C@H](CC)C(=O)O)c1I	3%
CCCCC[C@H](O)/C=C/[C@H]1C=CC(=O)[C@@H]1C/C=C\CCCC(=O)O	21%
COC(=O)[C@H](Cc1ccccc1)NC(=O)O[C@@H]1C(=O)c2cc(Br)ccc2O[C@H]1c1cccc(OC)c1	11%
C[C@@H]1Cc2ccccc2N1NC(=O)c1ccc(Cl)c(S(N)=O)c1 (some centres undefined)	0%[20.6 µM]
CC[C@H](NC(C)C)[C@H](O)c1ccc(O)c(O)c1	14%
Cc1cccc(C)c1NC(=O)NC1=CCCN1C	14%
Clc1cccc(CN2COc3c(cc(Cl)c4cccnc34)C2)c1	?
Cc1cccc(C)c1NC(=O)[C@H](C)N	3%[20.6 µM]
Nc1ncnc2c1ncn2CCOCP(=O)(O)O	0%
O=C(N/N=C/c1ccccc1O)c1cc(=O)[nH]c2ccccc12	?
COc1ccc(/C=N/NC(=S)Nc2ccccc2)cc1COc1ccccc1F	15%
CC1C/C(=C/c2ccco2)C(=O)/C(=C/c2ccco2)C1 (centres undefined)	?
CCC1OC(=O)C[C@@H](O)[C@H](C)[C@@H](OC2OC(C)CC(N(C)C)C2O)[C@@H](CC=O)C[C@@H](C)C(=O)/C=C/[C@]2(C)OC2C1C (some centres undefined)	17%
CCN1CCN(C(=O)N[C@@H](C(=O)N[C@@H]2C(=O)N3[C@@H]2SC(C)(C)[C@@H]3C(=O)O)c2ccccc2)C(=O)C1=O	0%
Nc1nc(NC2CC2)c2ncn([C@H]3C=C[C@@H](CO)C3)c2n1	2%
c1ccc2c(c1)Sc1ccccc1N2CCN1CCCC1	7%
CC(C)=O	2%
O=C1[O][Bi][O]c2ccccc21	1%
CC(=O)[C@H]1CC[C@H]2C3CC=C4C[C@@H](O)CC[C@]4(C)C3CC[C@]12C (some centres undefined)	5%
Cn1c(C(C)(O)C(O)c2ccccc2)nc2ccccc21 (centres undefined)	5%
C[C@@H](C(=O)O)c1ccc(C(=O)c2ccccc2)s1	-1%[20.6 µM]
C[C@]12C=CC(=O)C=C1CCC1C2C(O)C[C@]2(C)C1CC[C@]2(O)C(=O)CO (some centres undefined)	0%
CCOC(=O)C(CCc1ccccc1)NC1CCc2ccccc2N(CC(=O)O)C1=O (centres undefined)	30µM*
O=C(CCCN1CCN2CCCC2C1)c1ccc(F)cc1 (centres undefined)	10%
CC(C)[C@@H]1NC(=O)c2cc([N+](=O)[O-])cc(F)c2NCCC[C@@H](C(N)=O)NC(=O)[C@H](CO)NC1=O	7%
C#CCOCCOCCOCCNc1nc(N2CCN(C(=O)[C@H](Cc3ccc(O)cc3)n3cc(CCO)nn3)CC2)nc(N2CCN(C(=O)[C@H](Cc3ccc(O)cc3)n3cc(CCO)nn3)CC2)n1	12%
Nc1nc(/C(=C/CC(=O)O)C(=O)NC2C(=O)N3C(C(=O)O)=CCSC23)cs1 (centres undefined)	-1%
O=C(N/N=C\c1ccc([N+](=O)[O-])o1)c1ccc(O)cc1	14%[20.6 µM]
CC1(C)S[C@@H]2[C@H](NC(=O)[C@@H](N)c3ccccc3)C(=O)N2[C@H]1C(=O)O[C@H]1OC(=O)c2ccccc21	-2%[20.6 µM]
CC(C)(C)NC[C@@H](O)COc1ccccc1C1CCCC1	2%[20.6 µM]
COc1ccc(NC(=O)N(Cc2cccs2)Cc2cc3cc4c(cc3[nH]c2=O)OCO4)cc1	3%

In the list so far, these have a nitro group on carbon:
Compound	MCF10A rereplic
C[C@H]1CS(=O)(=O)CCN1/N=C\c1ccc([N+](=O)[O-])o1	-3%[20.6 µM]
CC(C)[C@@H]1NC(=O)c2cc([N+](=O)[O-])cc(F)c2NCCC[C@@H](C(N)=O)NC(=O)[C@H](CO)NC1=O	7%
O=C(N/N=C\c1ccc([N+](=O)[O-])o1)c1ccc(O)cc1	14%[20.6 µM]

(continued)
Compound	MCF10A rereplic
CO[C@]12C(COC(N)=O)C3=C(C(=O)C(C)=C(N)C3=O)N1CC1NC12 (some centres undefined)	7%
C[C@H]1CC[C@H]2C(=O)N3[C@H](c4ccccc4Br)[C@@H](C)CC[C@H]3C(=O)N2[C@@H]1c1ccccc1Br	?
NC(=O)[C@@H]1CCNc2c(I)cc([N+](=O)[O-])cc2C(=O)N[C@@H](CO)C(=O)N[C@@H](Cc2ccc(O)cc2)C(=O)N1	1%
O=C(/C=C/c1ccc2c(c1)OCO2)Nc1nc(-c2ccc(F)cc2F)cs1	27%
CC1(C)CC1C(=O)N/C(=C/CCCCSCC(N)C(=O)O)C(=O)O (centres undefined)	5%
CNC(=O)C[C@@H](N)C(=O)N[C@@H](C(=O)N[C@@H]1C(=O)N2[C@@H]1SC(C)(C)[C@@H]2C(=O)O)c1ccc(O)cc1	0%
CC(C)NC[C@H](O)c1cc(O)cc(O)c1	0%
CC(=O)C[C@H](c1ccc([N+](=O)[O-])cc1)c1c(O)c2ccccc2oc1=O	-1%[20.6 µM]
CC(C)n1c(-c2ccccc2)nc(=S)c2c1CCCC2	?
O=C(/C=C/c1cccc(F)c1)NC1CC1	0%
CC(C)Cn1c(-c2ccco2)nc2c(c(=O)c3ccccc3n2C)c1=O	29%
C/C=C\c1ccc(OC)cc1	-11%
CC(C)CC1NC(=O)C(CCCN)NC(=O)C(C(C)C)NC(=O)C2CCCN2C(=O)C(Cc2ccccc2)NC(=O)C(CC(C)C)NC(=O)C(CCCN)NC(=O)C(C(C)C)NC(=O)C2CCCN2C(=O)C(Cc2ccccc2)NC1=O (centres undefined)	?
C[C@@H]1CCC2[C@@H](C)[C@@H](O)O[C@@H]3O[C@@]4(C)CC[C@@H]1[C@@]23OO4 (some centres undefined)	26%
OCCOC[C@H]1O[C@H](OCCO)[C@H](OCCO)[C@@H](OCCO)[C@@H]1OCCO (tested in a mixture with another compound)	-1%
O=C1N=C(N2CCCC2)S/C1=C\c1cn[nH]c1-c1ccccc1	14%
Cc1cc(Cl)c(OCCCCNC(C)(C)C)c(Br)c1	?
CC(=O)NC1[C@H]([C@H](O)[C@H](O)CO)OC(C(=O)O)=C[C@H]1N=C(N)N (some centres undefined)	4%
CC(C)NCC(O)COc1ccccc1-n1cccc1 (centres undefined)	-2%
COc1ccc(/C=C/C(=O)OCCC(C)C)cc1	14%
COc1ccc(CCNC[C@@H](O)c2ccc(O)cc2)cc1OC	-3%
C[C@@H]1O[C@H](O[C@@H]2\C=C/C=C\C=C/C=C\C[C@H](C)OC(=O)/C=C\[C@H]3O[C@@H]3C[C@H](O)C[C@]3(O)C[C@@H](O)[C@@H](C(=O)O)[C@H](C2)O3)[C@@H](O)[C@H](N)[C@@H]1O (stereo in doubt)	5%
O=C(O)c1ccc(NC(=O)[C@H](Cc2ccc(O)cc2)NC(=O)c2ccccc2)cc1	1%
CC(=O)O[C@]1(C(C)=O)CC[C@@H]2[C@@H]3C=C(C)C4=CC(=O)CC[C@@]4(C)[C@H]3CC[C@]21C	2%[20.6 µM]
CCOc1ccc2nc(C)cc(Nc3ccc(N4CCOCC4)cc3)c2c1	0%
CC(C)OCCCNc1nc2c(-c3ccccc3)nnn2c2ccccc12	-1%
Cn1c(=O)c(C(=O)COC(=O)c2cc(-c3ccco3)nc3ccccc23)c(N)n(Cc2ccccc2)c1=O	23µM*
CC1(C)OC[C@@H]2O[C@@]3(C(=O)O)OC(C)(C)O[C@@H]3[C@@H]2O1	3%
O=C1NC(=O)C2C3C=CC(C3)C12 (centres undefined)	2%
COC(=O)C/C=C/[C@@H](C)[C@@H](/C=N/OC[C@H]1O[C@H](c2ccccc2)C=C[C@@H]1Oc1ccc(OC)cc1)OC	22%
C=CC1=C(C(=O)O)N2C(=O)[C@@H](NC(=O)/C(=N\OCC(=O)O)c3csc(N)n3)[C@@H]2SC1	-1%[20.6 µM]
C[N+]12CCCC[C@@H]1CCC(=C(c1cccs1)c1cccs1)C2 (some centres undefined)	7%

Next compounds:
Molecule | MCF10A rereplic
CN1CCC(OC(=O)C(Oc2ccc(Cl)cc2)Oc2ccc(Cl)cc2)CC1 | -2%
CCC(=O)O[C@]1(C(=O)CCl)[C@@H](C)CC2C3C[C@H](F)C4=CC(=O)C=CC4(C)[C@@]3(F)C(O)CC21C (some centres undefined) | 17%
CC1CC(OC(=O)C(O)c2ccccc2)CC(C)(C)C1 (centres undefined) | 7%
OB(O)O | -4%
C[C@@H]1NC(=O)c2cc([N+](=O)[O-])cc(I)c2OCC[C@@H](C(N)=O)NC(=O)[C@H](CCC(=O)O)NC1=O | 0%
CC1(C)S[C@@H]2[C@H](NC(=O)[C@H](NC(=O)N3CCN(S(C)(=O)=O)C3=O)c3ccccc3)C(=O)N2[C@H]1C(=O)O | 12%
C[C@]12CC[C@@H]3c4ccc(O)cc4[C@@H](O)C[C@H]3[C@@H]1CC[C@@H]2O | 11%
CC(C)CNC(=O)CC(NCC(C)C)C(=O)O (centres undefined) | -6%
CN(C)C(=O)CCSC(SCCC(=O)O)c1cccc(/C=C/c2ccc3ccc(Cl)cc3n2)c1 (centres undefined) | ?
CCOC(=O)c1c(C)[nH]c(C2=NNC(=Nc3cccc(Cl)c3)SC2)c1C | 6.5µM*
CNCC(=O)NC(CCCN=C(N)N)C(=O)NC(C(=O)NC(Cc1ccc(O)cc1)C(=O)NC(C(=O)NC(Cc1cnc[nH]1)C(=O)N1CCCC1C(=O)NC(C)C(=O)O)C(C)C)C(C)C (centres undefined) | -1%
C[C@H]1CC[C@H]2C(=O)N3[C@H](c4cccc(N5CCCC5=O)c4)[C@@H](C)CC[C@H]3C(=O)N2[C@@H]1c1cccc(N2CCCC2=O)c1 | 1%
O=C(NNCNNC(=O)c1ccncc1)c1ccncc1 | -1%
CC(O)C1CCC2C3CCC4CC(O)CCC4(C)C3CCC12C (centres undefined) | 0%
Nc1nc(=O)n([C@@H]2CS[C@H](CO)O2)cc1F | 10%
CCCCCCCCCCCCCC(=O)OCC(COP(=O)([O-])OCC[N+](C)(C)C)OC(=O)CCCCCCCCCCCCC (centres undefined) | 1%
CC(=O)N[C@H]1[C@H](O[C@@H]2c3ccc(c(Cl)c3)Oc3cc4cc(c3O[C@@H]3O[C@H](CO)[C@@H](O)[C@H](O)C3C)Oc3ccc(cc3Cl)C[C@H]3NC(=O)[C@@H](N)c5ccc(O)c(c5)Oc5cc(O)cc(c5)[C@H](NC3=O)C(=O)N[C@H]4C(=O)N[C@H]3C(=O)N[C@@H]2C(=O)N[C@@H](C(=O)O)c2cc(O)cc(O[C@H]4O[C@H](CO)[C@@H](O)C(O)[C@@H]4O)c2-c2cc3ccc2O)O[C@H](CO)[C@@H](O)[C@@H]1O (some centres undefined) | 2%[20.6 µM]
CC1(C)SC2C(NC(=O)C(C(=O)O)c3ccccc3)C(=O)N2C1C(=O)O (centres undefined) | -3%
COc1ccc(C(=O)c2ccc(C)cc2)c(O)c1 | 3%
CN(C)[C@@H]1C(=O)C(C(N)=O)=C(O)[C@]2(O)C(=O)C3=C(O)c4c(O)ccc(Cl)c4[C@H](O)[C@H]3C[C@@H]12 | -3%
O=C(C1=C[C@@H]2[C@H]3C(=O)N(c4ccccc4Cl)C(=O)[C@H]3[C@@H](C(=O)c3ccc(Cl)cc3)N2C=C1)c1ccccc1 | ?
CCN(C(=O)c1ccc2c(Cl)c3c(nc2c1)CCC3)c1cccc(C)c1 | ?
COC(=O)C1=C(C)N(Cc2ccco2)C(=O)N[C@H]1c1ccccc1 | 10%
c1ccc2c(c1)OCC(CN1CCCCC1)O2 (centres undefined) | 3%
C[C@H](O)Cn1cnc2c1c(=O)n(C)c(=O)n2C | 1%[20.6 µM]
CC[C@@]1(O)C(=O)OCc2c1cc1n(c2=O)Cc2cc3c([N+](=O)[O-])cccc3nc2-1 | 12%
NC(C(=O)O)C1CC(Cl)=NO1 (centres undefined) | 15%
O=C(O)[C@@H](O)[C@@H](O)[C@H](O)C(=O)CO | 11%
